Fibroblast inh: blocks proliferation of human lung fibroblasts; LL 47 human lung fibroblast viability, ATP luminescence; hits give low values; hit rate 1.1% among 85,000; viability, % at 10 µM;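 active = viability at or below 50% in the single dose screen; inactive = viability above 50%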;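 also: compound exposure lasted 72 h before the ATP readout; 100% = median luminescence of untreated cell-only wells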
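Benchmarks: Cell-only wells, no compound | Test system: LL 47 human lung fibroblasts, passage 12 or lower | Input: 1,150 cells/well | Measured by: CellTiter-Glo luminescence measuring cellular ATP | Medium: IMEM, 15% FBS supplement | Schedule: Overnight attachment after seeding, then 72 h compound exposure at 37 °C | Doses: Compound addition at 0.1% DMSO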
ERa coact pot: enhances coactivator binding to human estrogen receptor alpha; TR-FRET ERalpha-LBD/SRC-Cy5 coactivator binding, 2 h; 100 = basal binding, no effect; coactivator binding (% of control), % at 25.6 µM; hit rate 1.3% among 86,000; AID 639; in the data active = activity above about 200%;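 also: binding measured in presence of low estradiol as agonist stimulus; 0% = peptide alone without receptor and 100% = receptor with peptide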
H69AR growth 86K: growth inhibitors of human H69AR lung tumor cells | viability, % at 10 µM | H69AR lung tumor viability, ATP luminescence, 72 h; hits give low values | hit rate 6% among 85,000;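 active = viability at or below 40%; inactive = viability above 40%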;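 also: multidrug resistant small cell line overexpressing MRP-1 efflux transporter; 100% = mean luminescence of untreated control wells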
ERb coact inh: blocks coactivator binding to human estrogen receptor beta; TR-FRET ER-beta LBD / SRC1-Cy5 peptide binding; receptor agonist-loaded with 1 µM estradiol; AID 633; inhibition, % at 25.6 µM; Q92731; hit rate 1.3% among 86,000;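 active = compounds whose percent inhibition of the receptor-coactivator binding signal exceeds about 50% in the single-dose screen, limit read from the data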;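 also: 0% = receptor plus peptide wells without compound and 100% = peptide-only wells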
Target sequence (Q92731 whole entry, looked up, the tested form may be a part): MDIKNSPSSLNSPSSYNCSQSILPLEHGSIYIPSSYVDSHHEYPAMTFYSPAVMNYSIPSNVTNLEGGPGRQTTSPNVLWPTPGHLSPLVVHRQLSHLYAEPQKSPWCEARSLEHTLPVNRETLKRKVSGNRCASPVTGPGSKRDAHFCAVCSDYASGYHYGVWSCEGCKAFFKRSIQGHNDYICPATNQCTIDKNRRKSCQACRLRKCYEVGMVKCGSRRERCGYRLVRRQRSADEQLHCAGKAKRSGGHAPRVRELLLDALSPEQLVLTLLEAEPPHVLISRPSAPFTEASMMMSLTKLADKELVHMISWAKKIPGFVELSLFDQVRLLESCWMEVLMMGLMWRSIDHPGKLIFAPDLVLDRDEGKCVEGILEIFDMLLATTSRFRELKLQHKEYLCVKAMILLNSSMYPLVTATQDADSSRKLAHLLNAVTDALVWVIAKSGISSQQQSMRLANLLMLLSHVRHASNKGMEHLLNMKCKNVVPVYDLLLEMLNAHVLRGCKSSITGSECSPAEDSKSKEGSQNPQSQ
Calb biofilm kill: kills Candida albicans biofilms. inhibition, % at 6 µM. AID 834. hit rate 0.14% among 85,000. C. albicans biofilm + clotrimazole, Alamar Blue;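 active = inhibition above 20%; inactive = inhibition below 20%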;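 also: preformed 24 hr biofilms exposed to compound for 48 hr; 0% = biofilm without compound and 100% = blank killed by clotrimazole plus chlorhexidine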
ERa coact inh: ER-alpha (human) coactivator binding inhibition; TR-FRET ER-alpha LBD / SRC-1 peptide, estradiol-bound; P03372; hit rate 1.7% among 86,000; inhibition, % at 25.6 µM; in the data active = inhibition above about 50%;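 also: 0% = receptor plus peptide control and 100% = peptide only without receptor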
HUVEC inhibit: human endothelial cell proliferation inhibition | viability, % at 10 µM (by protocol) | HUVEC proliferation, CellTiter-Glo luminescence, 72 h; hits give low values | AID 648 | hit rate 1.1% among 86,000;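 active = viability at or below 30%; inactive = viability above 30%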;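 also: 100% = median luminescence of DMSO-only cell control wells on each plate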
sEH act: increases human soluble epoxide hydrolase activity | P34913 | purified human sEH enzymatic activity, activator screen | activation, % at 2 µM | hit rate 0.04% among 91,000 | AID 717; in the data active = activation above about 37%; also: values of inactives mirror those of a sister screen read the other way
Smad3 inh: blocks human Smad3 binding to FoxH1 peptide; P84022; inhibition, % at 25 µM; hit rate 0.29% among 88,000; TR-FRET Smad3/Dy647-FoxH1 peptide binding, europium anti-His;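 active = compounds that reduce the energy-transfer binding signal between the protein and its labelled peptide by more than half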;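 also: 0% = Smad3 plus labelled peptide maximal FRET and 100% = peptide-only background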
Target sequence (P84022 whole entry, looked up): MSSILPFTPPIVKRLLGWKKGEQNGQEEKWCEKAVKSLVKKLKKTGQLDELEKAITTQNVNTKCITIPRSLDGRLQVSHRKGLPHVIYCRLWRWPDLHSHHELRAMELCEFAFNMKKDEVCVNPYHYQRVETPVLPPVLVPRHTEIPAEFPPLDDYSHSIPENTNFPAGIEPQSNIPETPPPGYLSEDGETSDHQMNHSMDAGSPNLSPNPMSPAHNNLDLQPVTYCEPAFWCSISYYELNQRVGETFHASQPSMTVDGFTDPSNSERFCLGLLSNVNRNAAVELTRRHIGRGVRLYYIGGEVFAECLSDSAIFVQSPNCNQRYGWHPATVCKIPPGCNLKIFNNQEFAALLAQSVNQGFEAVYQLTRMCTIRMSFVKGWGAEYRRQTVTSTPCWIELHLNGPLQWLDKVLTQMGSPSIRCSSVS
The depositor's hits bear a star; [ ] = remark or other dose.

Screening CCCCOC(=O)CSC1=C(C#N)C(c2ccccc2OCC)C(C#N)C(=O)N1 (stereo not drawn) returned Fibroblast inh 100, ERa coact pot 90, H69AR growth 86K 101, ERb coact inh -5, Calb biofilm kill 3, ERa coact inh 9, HUVEC inhibit 97, sEH act 16 and Smad3 inh -3.
CCOc1ccc(NC(=O)Nc2cc(C)on2)cc1 was read as Fibroblast inh 103, ERa coact pot 107, H69AR growth 86K 81, ERb coact inh -1, Calb biofilm kill -6, ERa coact inh 10, HUVEC inhibit 104, sEH act 0 and Smad3 inh -9.
Screening Nc1nc(Nc2ccccc2Br)nc(C(F)(F)F)n1 returned Fibroblast inh 99, ERa coact pot 106, H69AR growth 86K 101, ERb coact inh -6, Calb biofilm kill 5, ERa coact inh -5, HUVEC inhibit 90 and Smad3 inh 0.
Screening CC(=O)Nc1ccc(Oc2cc(C#N)c(C#N)cc2N2CCCCCC2)cc1 returned Fibroblast inh 98, ERa coact pot 152[fluorescence artefact?], H69AR growth 86K 66, ERb coact inh 19[fluorescence artefact?], Calb biofilm kill 3, ERa coact inh 20, HUVEC inhibit 78, sEH act -20 and Smad3 inh 0.
Screening CN(C)Cc1cn(CCC(=O)O)c2ccccc12 returned Fibroblast inh 92, ERa coact pot 111, H69AR growth 86K 99, ERb coact inh -5, Calb biofilm kill 10, ERa coact inh 0, HUVEC inhibit 96, sEH act 2 and Smad3 inh -5.
COc1ccc(Cl)cc1C(=O)Nc1ccc(N(C)C(C)=O)cc1 was read as Fibroblast inh 97, ERa coact pot 102, H69AR growth 86K 62, ERb coact inh 3, Calb biofilm kill 3, ERa coact inh 9, HUVEC inhibit 80, sEH act -10 and Smad3 inh 13.
For Nc1nc(SCc2c(F)cccc2Cl)[nH]c(=O)c1-c1ccccc1 the results were Fibroblast inh 101, ERa coact pot 103, H69AR growth 86K 86, ERb coact inh -4, Calb biofilm kill 5, ERa coact inh -3, HUVEC inhibit 106, sEH act 2 and Smad3 inh -3.
Screening CC1CCN(Cc2nc3c(c(=O)n(C)c(=O)n3C)n2CCCc2ccccc2)CC1 returned Fibroblast inh 99, ERa coact pot 111, H69AR growth 86K 91, ERb coact inh -17, Calb biofilm kill 7, ERa coact inh -20, HUVEC inhibit 100, sEH act 1 and Smad3 inh 10.
For CCOC(=O)C1CCN(C(=O)c2cccc(NC(=O)C(CC)CC)c2)CC1 the results were Fibroblast inh 98, ERa coact pot 112, H69AR growth 86K 81, ERb coact inh -13, Calb biofilm kill 5, ERa coact inh -4, HUVEC inhibit 98, sEH act 4 and Smad3 inh 9[fluorescence artefact?].
For Cc1ccc(-c2ccc(=O)n(CC(=O)NCCCN3CCCCC3C)n2)cc1 (stereo not drawn) the results were Fibroblast inh 103, ERa coact pot 131[fluorescence artefact?], H69AR growth 86K 72, ERb coact inh -4, Calb biofilm kill 5, ERa coact inh -6, HUVEC inhibit 95, sEH act -4 and Smad3 inh 5.
`CCOC(=O)C(C(=O)OCC)C(C(=O)OCC)N1CCOCC1` (stereo not drawn) gave Fibroblast inh 1.9*, ERa coact pot 86, H69AR growth 86K 0.7*, ERb coact inh 16, Calb biofilm kill -2, ERa coact inh -1, HUVEC inhibit 2.9*, sEH act 0 and Smad3 inh 17.
For CCOc1ccccc1C(=O)N1CCCCC1C (stereo not drawn) the results were Fibroblast inh 93, ERa coact pot 116[fluorescence artefact?], H69AR growth 86K 94, ERb coact inh -12[fluorescence artefact?], Calb biofilm kill 9, ERa coact inh -6, HUVEC inhibit 113, sEH act 5 and Smad3 inh 1.
Screening CCCc1nc(SCC(=O)N2CCc3ccccc32)c2c(=O)n(C)c(=O)n(C)c2n1 returned Fibroblast inh 74, ERa coact pot 92[fluorescence artefact?], H69AR growth 86K 57, ERb coact inh 8[fluorescence artefact?], Calb biofilm kill 2, ERa coact inh 23[fluorescence artefact?], HUVEC inhibit 97 and Smad3 inh 12.
For CCC1CC(C)(C(=O)Nc2ccc(S(N)(=O)=O)cc2)OC1=O (stereo not drawn) the results were Fibroblast inh 100, ERa coact pot 148, H69AR growth 86K 92, ERb coact inh 1[fluorescence artefact?], Calb biofilm kill 4, ERa coact inh 4[fluorescence artefact?], HUVEC inhibit 89 and Smad3 inh -5.
For Cc1ccc(C)c(/C(O)=C2/C(=O)C(=O)N(CCN3CCOCC3)C2c2ccc(C)o2)c1 (stereo not drawn) the results were Fibroblast inh 93, ERa coact pot 131, ERb coact inh -5, Calb biofilm kill 8, ERa coact inh -3, HUVEC inhibit 93, sEH act 1 and Smad3 inh -5.
COC(=O)C1CCN(C(=O)C23CCC(C)(C(=O)O2)C3(C)C)CC1 (stereo not drawn) was read as Fibroblast inh 110, ERa coact pot 105, H69AR growth 86K 100, ERb coact inh 2, Calb biofilm kill -4, ERa coact inh 13, HUVEC inhibit 109, sEH act 0 and Smad3 inh 6.
`CCOC(=O)C1CCCN(S(=O)(=O)c2c(C)c(C)cc(C)c2C)C1` (stereo not drawn) gave Fibroblast inh 100, ERa coact pot 86, H69AR growth 86K 71, ERb coact inh -4[fluorescence artefact?], Calb biofilm kill 5, ERa coact inh 14[fluorescence artefact?], HUVEC inhibit 107, sEH act 8 and Smad3 inh -2.
`COc1ccccc1NC(=O)Cc1csc(N)n1` gave Fibroblast inh 104, ERa coact pot 107, H69AR growth 86K 90, ERb coact inh -1, Calb biofilm kill 7, ERa coact inh -1, HUVEC inhibit 92, sEH act -15 and Smad3 inh -3.
Screening Cc1n[nH]c(=O)nc1NCc1ccccc1 returned Fibroblast inh 105, ERa coact pot 153, H69AR growth 86K 95, ERb coact inh 19, Calb biofilm kill 0, ERa coact inh 23, HUVEC inhibit 104, sEH act 7 and Smad3 inh -18.
`CCCC(=O)Nc1cc(-c2nn(C)c(=O)c3ccccc23)ccc1OC` gave Fibroblast inh 95, ERa coact pot 123, H69AR growth 86K 86, ERb coact inh 9[fluorescence artefact?], Calb biofilm kill 1, ERa coact inh 2, HUVEC inhibit 83, sEH act 8 and Smad3 inh 3.

Sorted by formula weight (falling): 5 of the compounds above.
Screening CCCc1nc(SCC(=O)N2CCc3ccccc32)c2c(=O)n(C)c(=O)n(C)c2n1 returned Fibroblast inh 74, ERa coact pot 92[fluorescence artefact?], H69AR growth 86K 57, ERb coact inh 8[fluorescence artefact?], Calb biofilm kill 2, ERa coact inh 23[fluorescence artefact?], HUVEC inhibit 97 and Smad3 inh 12.
For Cc1ccc(C)c(/C(O)=C2/C(=O)C(=O)N(CCN3CCOCC3)C2c2ccc(C)o2)c1 (stereo not drawn) the results were Fibroblast inh 93, ERa coact pot 131, ERb coact inh -5, Calb biofilm kill 8, ERa coact inh -3, HUVEC inhibit 93, sEH act 1 and Smad3 inh -5.
Screening CCCCOC(=O)CSC1=C(C#N)C(c2ccccc2OCC)C(C#N)C(=O)N1 (stereo not drawn) returned Fibroblast inh 100, ERa coact pot 90, H69AR growth 86K 101, ERb coact inh -5, Calb biofilm kill 3, ERa coact inh 9, HUVEC inhibit 97, sEH act 16 and Smad3 inh -3.
`CCOC(=O)C1CCCN(S(=O)(=O)c2c(C)c(C)cc(C)c2C)C1` (stereo not drawn) gave Fibroblast inh 100, ERa coact pot 86, H69AR growth 86K 71, ERb coact inh -4[fluorescence artefact?], Calb biofilm kill 5, ERa coact inh 14[fluorescence artefact?], HUVEC inhibit 107, sEH act 8 and Smad3 inh -2.
CCOc1ccc(NC(=O)Nc2cc(C)on2)cc1 was read as Fibroblast inh 103, ERa coact pot 107, H69AR growth 86K 81, ERb coact inh -1, Calb biofilm kill -6, ERa coact inh 10, HUVEC inhibit 104, sEH act 0 and Smad3 inh -9.

Other compounds.
Screening Cc1nc(C)c(C(=O)NCc2ccc(Cl)cc2)o1 returned Fibroblast inh 100, ERa coact pot 93, H69AR growth 86K 104, ERb coact inh -4, Calb biofilm kill 7, ERa coact inh -3, HUVEC inhibit 100, sEH act 4 and Smad3 inh 13[fluorescence artefact?].
`O=C(c1ccc(F)cc1)C(CCCCCC(CN1CCOCC1)C(=O)c1ccc(F)cc1)CN1CCOCC1` (stereo not drawn) gave Fibroblast inh 89, ERa coact pot 104, H69AR growth 86K 23*, ERb coact inh -16, Calb biofilm kill 3, ERa coact inh -3, HUVEC inhibit 56, sEH act 14 and Smad3 inh -14.
`CC(C)(C)OC(=O)NCCCCCc1nnc(SCC(N)=O)o1` gave Fibroblast inh 99, ERa coact pot 90, H69AR growth 86K 96, ERb coact inh -7, Calb biofilm kill 7, ERa coact inh 9, HUVEC inhibit 92, sEH act -4 and Smad3 inh 2.
`CCOc1ccc(-n2c(C)nc3cc(C(=O)NCCCN4CCOCC4)ccc32)cc1` gave Fibroblast inh 104, ERa coact pot 114[fluorescence artefact?], H69AR growth 86K 85, ERb coact inh -11, Calb biofilm kill 9, ERa coact inh -2[fluorescence artefact?], HUVEC inhibit 95, sEH act 8 and Smad3 inh 4.
Cc1cc(=O)n2c(n1)OC(CO)C2 (stereo not drawn) was read as Fibroblast inh 97, ERa coact pot 109, H69AR growth 86K 96, ERb coact inh 0, Calb biofilm kill 10, ERa coact inh -4, HUVEC inhibit 98, sEH act 2 and Smad3 inh 13.
COC(=O)c1ccc(NC(=O)c2ccc(CN3CCOCC3)cc2)cc1 was read as Fibroblast inh 100, ERa coact pot 112, H69AR growth 86K 96, ERb coact inh 1, Calb biofilm kill 5, ERa coact inh 4, HUVEC inhibit 109, sEH act -7 and Smad3 inh 1.
O=C(Cn1nnc2ccccc21)N1CCCCC1 was read as Fibroblast inh 109, ERa coact pot 94, H69AR growth 86K 95, ERb coact inh 5, Calb biofilm kill 9, ERa coact inh -2, HUVEC inhibit 104, sEH act -2 and Smad3 inh -17.
Screening CCn1c(=O)cc(SCC(=O)NCCCN2CCN(c3ccccc3F)CC2)c2ccccc21 returned Fibroblast inh 90, ERa coact pot 111, H69AR growth 86K 85, ERb coact inh -4[fluorescence artefact?], Calb biofilm kill 4, ERa coact inh 13[fluorescence artefact?], HUVEC inhibit 56, sEH act -5 and Smad3 inh 37[fluorescence artefact?].
For CN(C)c1c([N+](=O)[O-])cc2[nH]c(=O)[nH]c2c1[N+](=O)[O-] the results were Fibroblast inh 92, ERa coact pot 88, H69AR growth 86K 79, ERb coact inh -5, Calb biofilm kill 8, ERa coact inh -4, HUVEC inhibit 85, sEH act 0 and Smad3 inh 3.
Screening CCOC(=O)c1cnc2cc3c(cn2c1=O)CCCC3 returned Fibroblast inh 111, ERa coact pot 123, H69AR growth 86K 83, ERb coact inh -2, Calb biofilm kill 5, ERa coact inh -4, HUVEC inhibit 98, sEH act -5 and Smad3 inh 3.
For Cc1ccc(S(=O)(=O)N2CCC(C(=O)N3CCC[C@H]3C(=O)NC3CCS(=O)(=O)C3)CC2)cc1 (stereo partly drawn) the results were Fibroblast inh 102, ERa coact pot 104, H69AR growth 86K 103, ERb coact inh -3, Calb biofilm kill 9, ERa coact inh -11, HUVEC inhibit 104, sEH act 8 and Smad3 inh 2.
`Cc1nc(-n2nnc3ccccc32)c2c3c(sc2n1)CCCC3` gave Fibroblast inh 96, ERa coact pot 97, H69AR growth 86K 74, ERb coact inh -2, Calb biofilm kill 5, ERa coact inh 1, HUVEC inhibit 105, sEH act 23 and Smad3 inh 8.
Screening Cc1nc(N)c(C#N)c(-c2ccccc2)c1C returned Fibroblast inh 104, ERa coact pot 115, H69AR growth 86K 83, ERb coact inh 2[fluorescence artefact?], Calb biofilm kill 4, ERa coact inh -1[fluorescence artefact?], HUVEC inhibit 79, sEH act 14 and Smad3 inh 3.

Screening results deposited in PubChem by several laboratories.

A portion of the library; the hit share may differ from the screen's.
